Assay outcomes deposited in PubChem by several laboratories.
HSF1 inhib: HSF1 inhibition; NIH3T3-HGL HSE-luciferase, MG132-induced, luminescence 8 h; stronger effect = lower value; activity change, negative = inhibition, % at 7.5 µM (by protocol); 300,000 tested, 0.77% active;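 active = more than half of replicate wells show activity change below -50%, luminescence cut by over half; inconclusive = some wells, but at most half, below -50%; inactive = no replicate well below -50%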;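 note: luciferase reports HSF-1 transcriptional activity via heat shock element; 0% = median of DMSO wells and -100% = zero luminescence signal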
DYRK1A inh: inhibitors of rat Dyrk1A kinase | inhibition, % at 12.5 µM | ADP-Glo luminescence, NFATc1 peptide | Q63470 | 310,000 tested, 0.43% active; in the data active = inhibition above about 50%;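 note: plate controls were vehicle with enzyme for no effect and no enzyme for full effect; many of its hits are not listed in these tables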
HSP90 refold inh: inhibitors of HSP90 luciferase refolding in rabbit reticulocyte lysate; luciferase refolding luminescence, 3 h; inhibition, % at 5.6 µM; 290,000 tested, 0.91% active;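 active = inhibition above the screen-wide mean plus 3 SD, computed separately per campaign, cut at about 16% in these data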;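 note: 0% = DMSO wells and 100% = 60 µM geldanamycin wells; inhibitors lower the luminescence because luciferase stays unfolded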
KLF5 inhibitor: kruppel-like factor 5 inhibition | 290,000 tested, 0.23% active | inhibition, % at 5 µM | DLD-1 KLF5 promoter-luciferase reporter, luminescence;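 active = inhibition above a per-plate limit of that plate's mean compound inhibition plus 3 SD, cut at about 60% in these data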;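 note: 0% = DMSO wells and 100% = LY294002 at 200 µM; higher means less KLF5 promoter-driven luciferase light; inactives centre near -14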
GSK3 alpha inh: blocks human GSK-3 alpha kinase; P49840; inhibition, % at 10 µM; 320,000 tested, 0.1% active; ADP-Glo luminescence, 60 min; AID 2650;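 in the data active = inhibition above about 50%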;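 note: GST-tagged GSK-3 alpha with peptide substrate and 25 µM ATP; 0% = DMSO neutral wells and 100% = GW8510 positive control wells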
Target sequence (P49840 whole entry, looked up): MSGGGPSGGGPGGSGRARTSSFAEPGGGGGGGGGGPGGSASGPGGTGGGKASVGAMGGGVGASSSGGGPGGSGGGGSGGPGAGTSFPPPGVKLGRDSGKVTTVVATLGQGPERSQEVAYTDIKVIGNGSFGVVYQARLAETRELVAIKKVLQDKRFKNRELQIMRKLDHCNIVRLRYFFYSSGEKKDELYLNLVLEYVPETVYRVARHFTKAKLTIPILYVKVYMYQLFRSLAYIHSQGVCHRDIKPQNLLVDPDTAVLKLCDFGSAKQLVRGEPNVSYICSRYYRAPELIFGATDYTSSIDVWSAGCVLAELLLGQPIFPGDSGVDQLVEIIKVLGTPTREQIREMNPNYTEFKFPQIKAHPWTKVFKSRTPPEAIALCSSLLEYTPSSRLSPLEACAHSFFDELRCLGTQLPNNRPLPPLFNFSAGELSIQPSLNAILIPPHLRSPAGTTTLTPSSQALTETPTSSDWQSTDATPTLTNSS
IEC-6 tox: kills IEC-6 intestinal cells in KLF5 counter-screen | IEC-6 cytotoxicity, luminescence viability | inhibition, % at 5 µM | AID 1825 | 290,000 tested, 0.78% active; in the data active = inhibition above about 22%;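 note: 0% = plate median of test compound wells and 100% = cytotoxic reference compound wells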
aSyn 5UTR inh: 5' untranslated region of α-synuclein, MLPCN primary screen; AID 1813; alpha-synuclein 5'UTR reporter, inhibitor activity; inhibition, % (tested at 7.5 µM); 300,000 tested, 0.82% active; in the data active = inhibition above about 60%; inconclusive = no clear call, values can overlap the other calls;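 note: H4 neuroglioblastoma cells stably carrying SNCA 5'UTR luciferase fusion; 0% = DMSO wells and 100% = positive control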
GSK3beta inhib: human GSK3beta kinase inhibition | P49841 | GST-GSK3beta kinase, ADP-Glo luminescence, 60 min; stronger effect = lower value | activity score (negative = inhibition), % at 10 µM | 300,000 tested, 0.038% active | AID 2097;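 active = more than half of replicate wells score below -50%, meaning over 50% inhibition versus plate controls; inconclusive = some replicates but at most half score below -50%; inactive = no replicate scores below -50%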;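 note: 0% = median DMSO wells and -100% = median GW8510 positive control wells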
Target sequence (P49841 whole entry, looked up): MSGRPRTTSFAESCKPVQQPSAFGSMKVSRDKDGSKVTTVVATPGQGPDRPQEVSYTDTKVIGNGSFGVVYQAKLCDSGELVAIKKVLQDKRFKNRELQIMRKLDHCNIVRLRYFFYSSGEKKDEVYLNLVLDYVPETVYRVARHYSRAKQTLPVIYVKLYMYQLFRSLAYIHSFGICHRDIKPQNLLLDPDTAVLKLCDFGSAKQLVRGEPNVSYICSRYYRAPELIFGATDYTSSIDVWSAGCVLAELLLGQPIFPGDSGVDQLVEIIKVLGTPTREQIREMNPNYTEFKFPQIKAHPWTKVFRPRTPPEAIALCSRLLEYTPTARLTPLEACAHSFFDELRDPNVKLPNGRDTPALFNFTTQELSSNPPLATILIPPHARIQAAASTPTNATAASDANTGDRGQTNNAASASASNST
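Test system: GST-fused GSK3beta enzyme, cell-free | Quantity: 1.6 ng GST-GSK3beta enzyme per well | Reagent: 25 µM ATP with peptide substrate | Schedule: 60 min enzyme reaction, room temperature | Signal: Luminescent ADP-Glo measurement of ADP formed | Read-out basis: Score relative to plate controls | Control set: DMSO and 20 µM GW8510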
HSF-1 act: increases HSF-1 driven luciferase reporter signal | activation, % at 9 µM | 300,000 tested, 1.7% active | AID 504408 | NIH3T3-HGL HSF-1 luciferase reporter, MG132, 8 h; 100% = twice DMSO control signal;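 active = mean replicate activation of at least 50% with a set share of replicates each reaching 50%; inconclusive = only one of those two conditions met; inactive = mean below 50% and too few replicates reaching it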;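 note: 0% = median of the neutral control wells and 100% = twice that signal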
Platelet DG rel: platelet dense granule release activity | 300,000 tested, 0.22% active | human platelet-rich plasma, SFLLRN dense granule ATP release, luminescence | inhibition, %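 (compounds screened at 7.5 µM in platelet-rich plasma)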;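 active = mean replicate score, as percent of positive control, at or above 50; inconclusive = mean below 50 but at least one replicate at or above 50; inactive = mean and every replicate below 50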
* hit, by the source's call; ? = inconclusive; · = no result given; & = joins results of further samples.

SMILES	HSF1 inhib	DYRK1A inh	HSP90 refold inh	KLF5 inhibitor	GSK3 alpha inh	IEC-6 tox	aSyn 5UTR inh	GSK3beta inhib	HSF-1 act	Platelet DG rel
CCOC(=O)C1=C(NC#N)OC(C)=C(C)C1c1ccc(O)cc1 (stereo not drawn)	9	2	-2	-34	-1	-4	-10	0	-5	10
CC1C/C(=C\c2cccnc2)C(=O)/C(=C/c2cccnc2)C1 (stereo not drawn)	·	-3	2	20	0	14	·	·	·	·
Cc1ccc(NN2C(=O)C=CC2=O)cc1	8	-3	4	6	·	10	-6	3	4	-15
Cc1ccc(OCC(=O)NCc2ccco2)cc1C	-3	3	6	14	-3	9	-4	2	44	6
CCc1n[nH]c(=S)n1/N=C/c1c(O)ccc2ccccc12	1	·	0	-55	·	-1	12	-12	18	-2
Oc1c(Cl)cc(Cl)cc1C=Nc1ccccc1N1CCCC1	3	·	-2	-2	0	-4	-1	3	11	-10
CCOC(=O)NC(=O)CSc1nnnn1-c1ccc(C)cc1	0	0	-2	-3	-2	-5	10	1	14	3
COc1ccc(CCCC(=O)NCCc2ccccc2)cc1	4	-6	-5	-19	-4	-2	-3	4	-16	-1
O=C(Nc1cccc2c1CCCC2)c1ccccc1F	11	14	-5	-41	-1	-6	-2	5	20	-7
COC(=O)N1C(=O)[C@@](c2ccccc2)(C2CCCCC2)N1C(=O)OC	35	7	3	1	-1	10	-23	0	?	-4
O=C(NCCc1ccccc1)C(=O)NCC1OCCN1S(=O)(=O)c1ccccc1 (stereo not drawn)	-6	-8	-3	-28	-1	0	-9	2	6	-6
COc1cc(/C=N/NC(=S)Nc2cccnc2)cc(OC)c1O	-10	0	-1	-16	4	-7	-2	-5	-28	0
Cc1cc(NC(=O)CSc2nc3c(c(=O)n2CCc2ccccc2)SC(C)C3)no1 (stereo not drawn)	-1	-1	-6	-7	-2	1	8	-16	2	1
Cc1ccc2c(c1)C=CC(C#N)N2C(=O)c1ccccc1 (stereo not drawn)	-5	2	2	45	-2	40*	52	1	30	-9
CC(=O)c1c(C)n(-c2ccc(Br)cc2)c2ccc(O)cc12	-21	0	5	-24	-1	-4	-13	1	-25	-9
CC1(NC(=O)NCc2ccccc2)CCS(=O)(=O)C1 (stereo not drawn)	-7	0	5	-2	-5	-2	-1	-2	-5	-1
Cc1cc(/C=C2/C(=O)N(C)C(=S)N2C)c(C)n1C1CC1	0	-10	0	10	-2	-2	-140	0	20	-3
Cc1ccccc1C(=O)Nc1cccc(-c2ccc(N3CCOCC3)nn2)c1	20	-2	·	·	-1	·	-65	2	9	-18
CC1CC1C(=O)OCC(=O)Nc1ccccc1Oc1ccccc1 (stereo not drawn)	-5	0	4	5	-1	2	7	-1	0	13
Cc1ccc(S(=O)(=O)Nc2cccc(C(=O)N3CCCC3)c2)cc1F	10	-9	·	·	-6	·	0	0	6	-5
O=C(Nc1cccc2cccnc12)c1ccc(Cl)cc1Cl	9	-3	-5	-26	1	0	-16	-2	18	1
O=C(O)C(Nc1nc(C(F)(F)F)nc2ccccc12)c1ccccc1 (stereo not drawn)	2	22	-4	-13	-1	5	4	1	-1	12
O=C(NNc1ncnc2c1cnn2-c1ccc(F)cc1)c1cccs1	4	-1	-2	5	-1	-2	-5	0	1	-4
Cc1ccccc1NS(=O)(=O)c1ccc2[nH]cc(C(=O)NCCCN3CCOCC3)c(=O)c2c1	-8	4	3	-10	0	0	-4	1	-9	5
O=C(O)c1ccc(NC(=O)c2ccccc2NC(=O)c2cccc(Br)c2)cc1	7	-2	-3	-6	-3	-11	4	-5	18	5
Remaining list, next part
SMILES	HSF1 inhib	DYRK1A inh	HSP90 refold inh	KLF5 inhibitor	GSK3 alpha inh	IEC-6 tox	aSyn 5UTR inh	GSK3beta inhib	HSF-1 act	Platelet DG rel
O=C(Nc1ncnc2c1CCC2)C12CC3CC(CC(C3)C1)C2	4	0	1	-8	1	1	30	4	11	-3
COCCNC(=O)C1(C)C=CC2(CCCCC2)N1C(=O)c1ccccc1 (stereo not drawn)	3	-5	-3	-19	1	-3	-10	3	2	1
CCOC(=O)c1ccc(Nc2cc(C)nc(N3CCOCC3)n2)cc1	-9	1	-2	-42	-3	-1	-11	4	-5	3
c1ccc(-n2ncc3c(NCc4ccccn4)ncnc32)cc1	17	-15	-2	-41	-2	6	-69	-2	35	-10
CCOC(=O)c1ccc(-c2csc(NC(=O)CN3CCC(C)CC3)n2)cc1	-3	-1	-3	-23	-3	0	-48	2	6	10
Cc1ccc(S(=O)(=O)N2CCOC2CNC(=O)C(=O)NCc2ccncc2)cc1 (stereo not drawn)	-8	-1	0	-13	0	0	1	0	-1	-1
CCOC(=O)c1[nH]c(C)c(C(=O)NCCC2=CCCCC2)c1C	36	4	-3	-42	2	-6	-61	-3	61*	0
O=C(Nc1ccc2c(c1)C(=O)OC2)c1ccc(Cl)cc1Cl	8	-3	0	-66	-1	7	-75	5	33	-3
COC(=O)c1ccc(COc2ccc(C(C)(C)C)cc2)o1	13	2	29*	-145	2	-2	-167	2	22	-1
Cc1cccc(Oc2ncnc3onc(C)c23)c1	-14	-1	0	-18	1	-10	-9	4	-10	-1
CN(C)S(=O)(=O)Oc1cc(Cl)ccc1C(=O)Nc1ccc(F)cc1F	4	-4	0	-14	1	-6	-24	-3	-5	-3
COc1ccc(OC)c(CNC(=O)CCn2c(=O)c3cccn3c3ccc(F)cc32)c1	3	5	-3	-17	-3	-1	-7	3	19	-3
CCOC(=O)c1cn(CC(=O)Nc2ccc(C(C)C)cc2)nn1	-11	-5	4	-11	-2	2	13	-1	4	16
COc1ccc(Br)cc1S(=O)(=O)N1CCN=C1c1ccccc1	-3	1	-3	-2	·	1	-16	0	-7	-1
COc1ccccc1C(=O)NNC1=NS(=O)(=O)c2ccccc21	1	4	6	-15	-3	9	10	1	-8	-2
CC(=O)Nc1cccc(NC(=O)c2ccc(C(=O)Nc3cccc(NC(C)=O)c3)nc2)c1	7	-2	0	-1	-2	-4	-18	-1	1	4
CC(C)c1ccc(-c2csc3ncnc(N4CCN(C)CC4)c23)cc1	-8	-1	3	-14	10	-7	11	-3	-11	9
CCN(CC)CCCNC(=O)c1cc(-c2cccc(Cl)c2)on1	1	2	2	-44	1	0	8	1	2	-15
CNC(=O)c1c(NC(=O)c2ccco2)sc2c1CCC2	-1	-3	0	-47	0	1	-32	-3	0	-21
CCOC(=O)CON1C(=O)C(=O)N(OCC(=O)OCC)C2CCCCC21 (stereo not drawn)	15	·	2	-30	-1	-3	-35	-3	31	-3
CCN1CCN(Cc2ccc(NC(=O)Nc3ccccc3Cl)cc2)CC1	-19	11	-1	-96	1	4	-87	0	-20	18
Cc1ccc(S(=O)(=O)c2cc3c(=O)n4ccccc4nc3n(Cc3ccco3)c2=N)cc1	19	5	5	-37	12	-11	23	2	36	0
O=C(O)Cc1ccc(NCc2ccccc2Cl)cc1	·	·	2	-36	-6	12	·	1	·	·
O=C1CCCC2=C1C(c1ccsc1)CC(=O)N2c1ccccc1 (stereo not drawn)	-5	-8	3	6	-3	9	16	0	15	3
Cc1ccc(NC(=O)CNc2cc(S(=O)(=O)N3CCOCC3)ccc2NCC2CCCO2)cc1F (stereo not drawn)	3	-2	4	-37	-2	4	7	0	4	?
(further entries)
SMILES	HSF1 inhib	DYRK1A inh	HSP90 refold inh	KLF5 inhibitor	GSK3 alpha inh	IEC-6 tox	aSyn 5UTR inh	GSK3beta inhib	HSF-1 act	Platelet DG rel
COc1cc(C(=O)Nc2ccc(C)cc2)c(-n2cnnn2)cc1OC	5	-4	-1	-5	1	-3	8	-3	27	2
O=C1/C(=C/c2ccc(Cl)cc2)SC(=S)N1CCC(=O)N1CCCCC1CCO (stereo not drawn)	3	6	2	-10	-1	0	-32	0	14	2
c1ccc(Cn2ncc3c(N4CCN(C(c5ccccc5)c5ccccc5)CC4)ncnc32)cc1	3	4	2	2	12	-2	28	-1	8	2
CC1(C)CC(=O)c2c(nc3ccccc3c2N)C1	-1	5	0	-13	-6	4	0	-4	14	-2
Cc1cccc(C(=O)N[C@H](C(=O)Nc2ccc(C)c(S(=O)(=O)N(C)C)c2)C(C)C)c1	2	-3	-2	-29	0	-3	3	2	-6	-2
CC1CN(C(=O)CCC(=O)NCc2ccccc2)c2ccccc2O1 (stereo not drawn)	-7	-5	-6	-24	3	-10	7	0	-6	0
COc1cccc(-c2cc(-c3cccnc3)c(C#N)c(N)n2)c1	-10	-6	-7	-12	2	0	19	1	-5	9
CNCC[C@H](Oc1cccc2ccccc12)c1cccs1	16&2	26	6	-22	-2&2	7	3&-10	-4&-2	5&-12	-2&0
CSc1nc(C)c(CCO)c(=O)[nH]1	1	-2	4	-6	2	2	-8	2	2	2
O=C(c1ccc(N2CCN(C(=O)c3ccccc3)CC2)cc1)c1cccc(F)c1	-11	-1	0	-17	-2	-1	35	-2	-9	1
O=S(=O)(c1ccccc1)N(CC(O)Cn1c2ccccc2c2ccccc21)c1ccccc1 (stereo not drawn)	-3	6	8	10	0	2	23	-2	13	-10
COc1ccc(C(=O)N/N=C/c2c(C)[nH]c(=O)[nH]c2=O)cc1	-9	-3	7	-14	2	7	-16	2	-15	-2
Cc1ccc(-n2cc(-c3ccc([N+](=O)[O-])cc3)[nH]c2=S)c(C)c1	28	0	2	-2	1	5	-16	4	?	15
CCCSc1nc2c(c(=O)[nH]c(=O)n2C)n1C	-11	-2	-1	-10	-1	-2	22	-1	-28	-9
CC(C)(C)c1cc(P(=O)(c2ccccc2)c2ccccc2)ccc1O	11	-1	5	-27	-2	-2	18	-1	24	-3
COc1cccc(N=C2NC(=O)/C(=C/c3cc([N+](=O)[O-])ccc3O)S2)c1	0	4	-2	-34	4	-5	-23	0	8	-8
COc1ccc(NC(=S)N(CCN2CCCCC2)Cc2ccco2)cc1	-2	-6	-1	15	·	4	19	4	2	9
N=c1c2c(ncn1CCN1CCOCC1)Oc1cc(O)ccc1C2c1ccccc1 (stereo not drawn)	6	-15	0	-6	2	-1	0	0	24	0
CC1CCN(C(=O)c2cccc(NC(=O)c3cccs3)c2)CC1	0	-3	-1	-11	2	-6	3	-3	28	-2
CC(C)(C)SCCNC(=O)c1ccc(Cl)c([N+](=O)[O-])c1	0	2	-4	-15	-1	-3	-30	-4	19	-3
CC(C)Cn1cnc2c(c(-c3ccccc3)c(-c3ccccc3)n2Cc2ccco2)c1=N	3	0	12	-18	3	2	-32	-1	8	-18
Clc1ccc(/C=N/Nc2ncnc3nc[nH]c23)cc1	19	14	-6	-60	61*	5	-55	-36	27	14
COCCn1cnc2cc(C)c(C)cc21	-5	-1	-1	15	-2	1	-9	-1	-19	8
Cc1cc(OCC(=O)NNC(=O)c2ccncc2)ccc1C(C)C	1	3	·	·	-2	·	16	-1	-4	12
O=C(Nc1ccc(N2CCCC(O)C2)cc1)c1snc2c(=O)[nH]cnc12 (stereo not drawn)	3	8	19*	-32	0	-1	7	0	0	15

These rows are one share of the data. The share of hits here may be higher or lower than overall.
